S1P4 antag: human S1P4 receptor antagonism | O95977 | AID 1510 | 220,000 tested, 0.26% active | inhibition, % at 4.98 µM | S1P4-expressing cells, antagonist mode, reporter read-out; in the data active = inhibition above about 29%;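 note: 0% = wells stimulated with agonist and 100% = vehicle wells without agonist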
Calpain2 inh: blocks pig calpain II enzyme activity; purified calpain II, fluorogenic peptide substrate, 30 min; inhibition, % at 16 µM; 220,000 tested, 0.37% active; AID 1236;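 active = inhibition above about 50%, limit read from the data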
zfTRPN1 agonist: zebrafish TRPN1 (NompC) channel agonism | HEK293 zebrafish TRPN1-YFP, Fluo-8 calcium fluorescence; 100% = response to 87 µM carbachol | activation, % at 3 µM | 220,000 tested, 0.18% active;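 active = activation above its plate's cutoff, the mean activation of test wells on that plate plus 3 SD, cut at about 19% in these data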;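 note: 0% = DMSO alone and 100% = 87 µM carbachol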
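Assay system: Zebrafish TRPN1-YFP in HEK293 cells | Incubation: Dye loading 1 h at 37 °C, then 30 min room temperature | Measured by: Kinetic Fluo-8 fluorescence, ex 470-495, em 515-575 nm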
S1P4 agonist: human S1P4 receptor agonism. O95977. AID 1509. 220,000 tested, 0.35% active. activation, % at 4.98 µM. S1P4-expressing cell line, agonist reporter assay; in the data active = activation above about 11%;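 note: 0% = DMSO vehicle and 100% = reference agonist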
TRPML3 ag: agonists of human TRPML3 channel. Q8TDD5. HEK293 TRPML3-YFP, Fluo-8 calcium fluorescence; 100% = the carbachol control signal. activation, % at 3 µM. 220,000 tested, 0.29% active. AID 1448;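 active = activation above its plate's cutoff, the mean activation of the plate's test wells plus 3 SD, cut at about 12% in these data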;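 note: 0% = DMSO only wells and 100% = carbachol wells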
Target sequence (Q8TDD5 whole entry, looked up): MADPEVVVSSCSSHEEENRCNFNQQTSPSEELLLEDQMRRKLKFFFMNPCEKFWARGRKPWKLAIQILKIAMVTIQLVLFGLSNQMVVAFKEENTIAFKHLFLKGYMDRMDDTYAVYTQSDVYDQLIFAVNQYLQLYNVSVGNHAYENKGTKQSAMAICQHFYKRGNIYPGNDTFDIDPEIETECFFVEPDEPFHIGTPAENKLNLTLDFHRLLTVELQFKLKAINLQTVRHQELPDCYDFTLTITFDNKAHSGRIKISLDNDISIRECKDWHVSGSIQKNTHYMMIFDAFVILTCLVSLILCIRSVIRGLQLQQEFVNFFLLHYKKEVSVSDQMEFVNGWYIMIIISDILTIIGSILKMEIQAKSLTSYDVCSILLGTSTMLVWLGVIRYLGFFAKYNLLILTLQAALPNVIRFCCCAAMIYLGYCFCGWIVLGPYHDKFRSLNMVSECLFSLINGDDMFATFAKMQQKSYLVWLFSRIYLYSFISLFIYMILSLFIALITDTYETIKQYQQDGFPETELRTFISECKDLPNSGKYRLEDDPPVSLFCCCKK
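Test system – HEK293 line with stable expression of human TRPML3-YFP channel · Control set – carbachol 87 µM final as high control (100%), DMSO as low control (0%) · Signal – Fluo-8 calcium dye fluorescence, ex 470-495, em 515-575 nm · Incubation – 1-h 37 °C dye load, 5-s basal, 120-s post-compound reads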
Ba/F3 V617F tox: loss of viability in JAK2V617F-driven Ba/F3 cells; Ba/F3 EpoR-JAK2V617F viability, ATP luminescence; inhibition, % at 5.6 µM; 220,000 tested, 1.1% active;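 active = inhibition above the campaign mean plus 3 SD over all tested compounds, cut at about 24% in these data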;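 note: cytokine-independent growth of Ba/F3 cells driven by EpoR plus mutant JAK2; 0% = DMSO-treated cells and 100% = JAK inhibitor I control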
BaF3 tox: reduces parental Ba/F3 cell viability, JAK2V617F counter-screen; inhibition, % at 5.6 µM; AID 1486; 220,000 tested, 1.1% active; CellTiter-Glo ATP luminescence;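 active = inhibition above a per-campaign cutoff, the mean inhibition of all tested compounds plus 3 SD, cut at about 27% in these data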;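 note: 0% = DMSO wells and 100% = JAK Inhibitor I control wells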
EP2 modulator: modulators of human EP2 prostaglandin E2 receptor | induction, % at 25 µM | EP2-expressing cells, cAMP HTRF FRET, PGE2 co-stimulation | AID 940 | 260,000 tested, 0.83% active;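 active = compounds whose cAMP rise, as percent of the full-agonist control response, exceeds 60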;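 note: rat C6 glioma line stably carrying human EP2 under a CMV promoter; the protocol text gives 20 µM as final concentration; 100% = response of wells given 1 µM PGE2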
Target sequence (P43116 whole entry, looked up): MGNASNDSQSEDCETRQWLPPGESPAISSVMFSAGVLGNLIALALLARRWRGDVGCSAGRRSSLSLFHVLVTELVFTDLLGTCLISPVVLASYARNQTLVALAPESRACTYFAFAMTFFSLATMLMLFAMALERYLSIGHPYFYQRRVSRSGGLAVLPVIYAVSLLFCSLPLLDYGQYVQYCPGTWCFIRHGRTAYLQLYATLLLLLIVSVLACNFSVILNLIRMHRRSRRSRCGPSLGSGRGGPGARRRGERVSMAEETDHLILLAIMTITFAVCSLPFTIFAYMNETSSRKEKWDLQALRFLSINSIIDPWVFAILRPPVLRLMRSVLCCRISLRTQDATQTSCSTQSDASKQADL
PERK inhibitor: inhibitors of human PERK kinase | 220,000 tested, 0.17% active | AID 1416 | Q9NZJ5 | CHO PERK-DD fusion, SEAP luminescence translation reporter | inhibition, % at 5.6 µM;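 active = inhibition above the mean inhibition of all tested compounds plus 3 SD, set separately per screening campaign, cut at about 2.9% in these data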;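 note: PERK kinase domain activated by AP20187 dimerizer at 100 nM; 0% = DMSO with dimerizer and 100% = rapamycin at 8.4 µM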
* = called active by the depositor; & = joins results of further samples.

How did CCC(C)N1C(=O)CCC1C(=O)O (centres undefined) do in these assays?
S1P4 antag: -29.1; Calpain2 inh: -5.0; zfTRPN1 agonist: 0.1; S1P4 agonist: -0.3; TRPML3 ag: 0.4; Ba/F3 V617F tox: -2.8; BaF3 tox: 3.1; EP2 modulator: -5.6; PERK inhibitor: -0.1

How did O=C(O)c1cc2cccc(S(=O)(=O)N3CCOCC3)c2cc1O do in these assays?
S1P4 antag: 3.3; Calpain2 inh: -219.3; zfTRPN1 agonist: -1.6; S1P4 agonist: 0.6; TRPML3 ag: -0.6; Ba/F3 V617F tox: -6.0; BaF3 tox: -1.3; EP2 modulator: -11.6; PERK inhibitor: 0.1

What do the screens show for `CC(C)CC(=O)Nc1cc2nn(-c3ccccc3)nc2cc1Cl`?
S1P4 antag: 12.1; Calpain2 inh: -303.4; zfTRPN1 agonist: 1.9; S1P4 agonist: 0.9; TRPML3 ag: 1.2; Ba/F3 V617F tox: 1.4; BaF3 tox: 4.1; EP2 modulator: 48.0; PERK inhibitor: -0.4

How did COC(=O)c1ccc(C2c3c(oc4ccc(F)cc4c3=O)C(=O)N2CCO)cc1 (centres undefined) do in these assays?
S1P4 antag: 1.8; Calpain2 inh: 16.5; zfTRPN1 agonist: 0.6; S1P4 agonist: 1.5; TRPML3 ag: 0.2; Ba/F3 V617F tox: -2.9; BaF3 tox: -5.2; EP2 modulator: 21.8; PERK inhibitor: 0.2

Results for Cc1ccc(C(=O)CSc2nnc(C(C)C)n2C)cc1C ?
S1P4 antag: 3.2; Calpain2 inh: -26.5; zfTRPN1 agonist: 1.2; S1P4 agonist: 3.6; TRPML3 ag: 0.7; Ba/F3 V617F tox: 0.3; BaF3 tox: 7.2; EP2 modulator: -11.9; PERK inhibitor: 0.5

How did Cc1ccc(S(=O)(=O)N(C)C)cc1NC(=O)COC(=O)C1COc2ccccc2O1 (centres undefined) do in these assays?
S1P4 antag: -18.4; Calpain2 inh: -1.2; zfTRPN1 agonist: 0.7; S1P4 agonist: 3.5; TRPML3 ag: 0.6; Ba/F3 V617F tox: -5.2; BaF3 tox: 10.5; EP2 modulator: -0.6; PERK inhibitor: 0.3

What do the screens show for `CC(O)CN(Cc1cccc(Cl)c1)CC(C)O` (centres undefined)?
S1P4 antag: -1.4; Calpain2 inh: -1.4; zfTRPN1 agonist: -0.5; S1P4 agonist: 1.0; TRPML3 ag: 0.1; Ba/F3 V617F tox: 5.2; BaF3 tox: 9.0; EP2 modulator: -7.0; PERK inhibitor: 1.0

What do the screens show for `Cc1ccc(-n2nc(C(=O)c3ccccc3)n3c(=O)cc(-c4ccccc4)nc23)cc1`?
S1P4 antag: -8.7; Calpain2 inh: -25.7; zfTRPN1 agonist: -0.5; S1P4 agonist: -1.6; TRPML3 ag: -0.1; Ba/F3 V617F tox: 2.3; BaF3 tox: 3.2; EP2 modulator: 36.6; PERK inhibitor: 0.6

How did Cc1cc(/C=C2\SC(=S)NC2=O)c(C)n1C1CC1 do in these assays?
S1P4 antag: -13.1; Calpain2 inh: -19.6; zfTRPN1 agonist: 1.4; S1P4 agonist: -1.3; TRPML3 ag: 0.5; Ba/F3 V617F tox: -2.6; BaF3 tox: 3.4; EP2 modulator: 11.1; PERK inhibitor: 1.9

How did C/C(=N\NC(=O)Cc1cccn1C)c1ccc([N+](=O)[O-])cc1 do in these assays?
S1P4 antag: 3.3; Calpain2 inh: 8.1; zfTRPN1 agonist: -0.2; S1P4 agonist: 0.3; TRPML3 ag: -0.1; Ba/F3 V617F tox: -3.5; BaF3 tox: -2.2; EP2 modulator: 2.7; PERK inhibitor: 1.4

How did CC(C)(C)C(=O)Nc1nnc(Cc2ccccc2)s1 do in these assays?
S1P4 antag: 5.2; Calpain2 inh: 4.2; zfTRPN1 agonist: 1.1; S1P4 agonist: 1.7; TRPML3 ag: -0.9; Ba/F3 V617F tox: -1.1; BaF3 tox: 0.8; EP2 modulator: 8.0; PERK inhibitor: -0.9

Results for COC(=O)c1cc(C(=O)OCC(=O)N(C)C2CCS(=O)(=O)C2)cc([N+](=O)[O-])c1 (centres undefined) ?
S1P4 antag: 6.8; Calpain2 inh: -14.5; zfTRPN1 agonist: 2.1; S1P4 agonist: 0.0; TRPML3 ag: 0.1; Ba/F3 V617F tox: -0.6; BaF3 tox: 4.7; EP2 modulator: 16.8; PERK inhibitor: 0.4

The final 2 entries of the section above open the next one.
How did CC(C)(C)C(=O)Nc1nnc(Cc2ccccc2)s1 do in these assays?
S1P4 antag: 5.2; Calpain2 inh: 4.2; zfTRPN1 agonist: 1.1; S1P4 agonist: 1.7; TRPML3 ag: -0.9; Ba/F3 V617F tox: -1.1; BaF3 tox: 0.8; EP2 modulator: 8.0; PERK inhibitor: -0.9

Results for COC(=O)c1cc(C(=O)OCC(=O)N(C)C2CCS(=O)(=O)C2)cc([N+](=O)[O-])c1 (centres undefined) ?
S1P4 antag: 6.8; Calpain2 inh: -14.5; zfTRPN1 agonist: 2.1; S1P4 agonist: 0.0; TRPML3 ag: 0.1; Ba/F3 V617F tox: -0.6; BaF3 tox: 4.7; EP2 modulator: 16.8; PERK inhibitor: 0.4

What do the screens show for `CCN(CC)C(=O)CSc1nnc(-c2cc(-c3ccc(Cl)cc3)nc3ccccc23)o1`?
S1P4 antag: -19.7; Calpain2 inh: -45.4; zfTRPN1 agonist: 0.2; S1P4 agonist: 0.6; TRPML3 ag: 0.8; Ba/F3 V617F tox: 1.5; BaF3 tox: 3.7; EP2 modulator: 19.7; PERK inhibitor: 1.3

Results for O=C(CCOc1ccccc1)Nc1cccc([N+](=O)[O-])c1 ?
S1P4 antag: 1.6; Calpain2 inh: -3.3; zfTRPN1 agonist: -0.7; S1P4 agonist: -1.2; TRPML3 ag: 0.4; Ba/F3 V617F tox: 4.5; BaF3 tox: 5.9; EP2 modulator: -43.9; PERK inhibitor: 0.0

What do the screens show for `CC(OC(=O)c1cc2sccc2n1C)C(=O)NC(C)(C)C` (centres undefined)?
S1P4 antag: 1.4; Calpain2 inh: -2.3; zfTRPN1 agonist: 1.0; S1P4 agonist: 3.0; TRPML3 ag: -0.5; Ba/F3 V617F tox: -3.2; BaF3 tox: 3.2; EP2 modulator: -32.5; PERK inhibitor: -0.2

What do the screens show for `Cc1ccc(C)c(C(=O)NC(C)CCc2ccccc2)c1` (centres undefined)?
S1P4 antag: -23.7; Calpain2 inh: 25.8; zfTRPN1 agonist: -1.8; S1P4 agonist: 0.2; TRPML3 ag: 0.3; Ba/F3 V617F tox: 2.4; BaF3 tox: 2.1; EP2 modulator: -38.2; PERK inhibitor: -0.2

Results for CC1(C)CC(=O)C(C=NCCN2CCN(C(=O)NC34CC5CC(CC(C5)C3)C4)CC2)=C(O)C1 ?
S1P4 antag: -9.9; Calpain2 inh: 7.0; zfTRPN1 agonist: 0.4; S1P4 agonist: 1.7; TRPML3 ag: 1.0; Ba/F3 V617F tox: -1.4; BaF3 tox: 2.9; EP2 modulator: 9.5; PERK inhibitor: 0.3

What do the screens show for `CCOC(=O)c1ccc(NC(=S)NC(=O)COc2ccccc2)cc1`?
S1P4 antag: -12.8; Calpain2 inh: 0.6; zfTRPN1 agonist: -1.9; S1P4 agonist: 0.8; TRPML3 ag: 1.0; Ba/F3 V617F tox: -3.2; BaF3 tox: -3.6; EP2 modulator: -29.9; PERK inhibitor: 1.0

Results for Cn1c(=O)oc2cc(S(=O)(=O)NCCN3CCN(c4ccccc4F)CC3)ccc21 ?
S1P4 antag: -8.6; Calpain2 inh: -16.5; zfTRPN1 agonist: 0.1; S1P4 agonist: 0.8; TRPML3 ag: 0.6; Ba/F3 V617F tox: -2.9; BaF3 tox: -0.5; EP2 modulator: -10.6; PERK inhibitor: 0.0

Results for O=C(COc1ccccc1)NNC(=O)c1cc2ccccc2o1 ?
S1P4 antag: -16.2; Calpain2 inh: 8.7; zfTRPN1 agonist: -2.3; S1P4 agonist: 0.9; TRPML3 ag: 0.2; Ba/F3 V617F tox: -5.0; BaF3 tox: 1.9; EP2 modulator: -28.7&-17.8; PERK inhibitor: -0.3

Results for COc1ccc(Cn2c(=O)[nH]c3cc(C(=O)NCCCN4CCCC4=O)ccc3c2=O)cc1 ?
S1P4 antag: -10.6; Calpain2 inh: -13.0; zfTRPN1 agonist: 0.8; S1P4 agonist: 0.6; TRPML3 ag: 0.5; Ba/F3 V617F tox: -1.2; BaF3 tox: -0.3; EP2 modulator: 7.8; PERK inhibitor: 1.1

Results for NC(=O)CSc1nc2ccccc2n1Cc1ccccc1F ?
S1P4 antag: -16.9; Calpain2 inh: -10.1; zfTRPN1 agonist: -0.5; S1P4 agonist: 1.2; TRPML3 ag: 0.5; Ba/F3 V617F tox: -4.5; BaF3 tox: 0.3; EP2 modulator: 6.8; PERK inhibitor: 0.9

How did COCCSc1ccccc1C(=O)NCC1CCCO1 (centres undefined) do in these assays?
S1P4 antag: 1.7; Calpain2 inh: 6.7; zfTRPN1 agonist: 2.7; S1P4 agonist: 1.8; TRPML3 ag: 0.9; Ba/F3 V617F tox: 0.9; BaF3 tox: -3.8; EP2 modulator: 17.6; PERK inhibitor: 0.8

Results for CCC(C)[C@H](NC(=O)Nc1ccc(Oc2ccccc2)cc1)C(=O)O (some centres undefined) ?
S1P4 antag: -13.3; Calpain2 inh: -4.1; zfTRPN1 agonist: 0.6; S1P4 agonist: -1.1; TRPML3 ag: -0.7; Ba/F3 V617F tox: -1.6; BaF3 tox: -1.9; EP2 modulator: 1.3; PERK inhibitor: 0.8

Results for COc1cc(-c2cc(-c3ccccc3)nc(SCC(=O)Nc3nccs3)c2C#N)cc(OC)c1OC ?
S1P4 antag: 5.4; zfTRPN1 agonist: -0.9; S1P4 agonist: 0.7; TRPML3 ag: -0.7; Ba/F3 V617F tox: 5.2; BaF3 tox: 6.2; PERK inhibitor: -0.4

What do the screens show for `CC(=O)Nc1ccc(NC(=O)c2c(C)nn(-c3ccccc3)c2Cl)cc1C`?
S1P4 antag: -2.3; Calpain2 inh: -26.8; zfTRPN1 agonist: 2.8; S1P4 agonist: 1.5; TRPML3 ag: 1.4; Ba/F3 V617F tox: -0.5; BaF3 tox: -0.1; EP2 modulator: 18.6; PERK inhibitor: 0.4

How did O=C(COC(=O)CCc1ccc(S(=O)(=O)N2CCOCC2)cc1)NC1CCCCCC1 do in these assays?
S1P4 antag: -9.9; Calpain2 inh: -2.5; zfTRPN1 agonist: 1.9; S1P4 agonist: -1.0; TRPML3 ag: 1.1; Ba/F3 V617F tox: -0.2; BaF3 tox: 8.3; EP2 modulator: 13.4; PERK inhibitor: 0.8

What do the screens show for `O=C(Cc1cccs1)Nc1ccc(S(=O)(=O)Nc2ncccn2)cc1`?
S1P4 antag: -7.2; Calpain2 inh: -54.5; zfTRPN1 agonist: 0.3; S1P4 agonist: 2.8; TRPML3 ag: 1.6; Ba/F3 V617F tox: 2.7; BaF3 tox: 1.8; EP2 modulator: 16.1&8.6; PERK inhibitor: 0.0

What do the screens show for `CCC1C/C(=C/c2cccs2)C(=O)/C(=C/c2cccs2)C1` (centres undefined)?
S1P4 antag: -5.7; Calpain2 inh: 2.6; zfTRPN1 agonist: -0.7; S1P4 agonist: 0.4; TRPML3 ag: 0.8; Ba/F3 V617F tox: -2.0; BaF3 tox: 3.7; EP2 modulator: 35.8; PERK inhibitor: 0.9

What do the screens show for `O=S(=O)(c1cnc[nH]1)N1CCN(c2ccc(Cl)cc2)CC1`?
S1P4 antag: -6.0; Calpain2 inh: 9.8; zfTRPN1 agonist: 3.7; S1P4 agonist: 1.3; TRPML3 ag: 1.6; Ba/F3 V617F tox: -2.2; BaF3 tox: 8.2; EP2 modulator: -28.1; PERK inhibitor: 1.1
